# DNMT1 inh: inhibitors of human DNMT1 | inhibition (reported as % activation of signal), % at 10 µM | hit rate 0.83% among 360,000 | DNMT1 molecular beacon, Hinp1I cleavage, fluorescence | P26358; in the data active means inhibition above about 50%
# eLon inh: inhibitors of E. coli Lon protease; hit rate 0.42% among 360,000; purified E. coli Lon protease, fluorescence polarization; inhibition, % at 7.94 µM; P0A9M0; in the data active means inhibition above about 13%, passing the limit was not always enough;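 further: 0% = enzyme with probe and DMSO and 100% = no enzyme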
# Target sequence (P0A9M0 whole entry, looked up): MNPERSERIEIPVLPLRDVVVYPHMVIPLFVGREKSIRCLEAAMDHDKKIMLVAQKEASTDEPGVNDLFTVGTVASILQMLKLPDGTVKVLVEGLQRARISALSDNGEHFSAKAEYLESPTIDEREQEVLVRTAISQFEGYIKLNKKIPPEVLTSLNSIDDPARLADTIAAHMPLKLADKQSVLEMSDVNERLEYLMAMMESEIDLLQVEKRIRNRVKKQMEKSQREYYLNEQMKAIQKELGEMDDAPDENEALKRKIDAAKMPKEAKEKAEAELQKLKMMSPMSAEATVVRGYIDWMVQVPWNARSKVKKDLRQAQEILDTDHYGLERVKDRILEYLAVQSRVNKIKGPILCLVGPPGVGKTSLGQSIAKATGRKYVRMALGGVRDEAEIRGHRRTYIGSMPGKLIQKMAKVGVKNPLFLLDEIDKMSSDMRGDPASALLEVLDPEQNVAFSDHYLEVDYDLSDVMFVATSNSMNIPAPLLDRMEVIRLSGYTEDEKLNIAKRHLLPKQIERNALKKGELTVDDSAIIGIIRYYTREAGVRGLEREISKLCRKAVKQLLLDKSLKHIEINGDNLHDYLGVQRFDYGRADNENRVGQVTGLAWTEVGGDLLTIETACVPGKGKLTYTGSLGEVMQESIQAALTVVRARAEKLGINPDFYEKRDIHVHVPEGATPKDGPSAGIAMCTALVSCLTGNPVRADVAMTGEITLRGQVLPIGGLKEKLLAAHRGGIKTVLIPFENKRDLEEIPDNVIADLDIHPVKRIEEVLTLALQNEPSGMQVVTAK
# SUMO1-SIM PPI: modulators of human SUMO1-mediated protein-protein interactions; P63165; SUMO1 binding to a labelled peptide, TR-FRET, 1 h; inhibition, % at 20 µM; hit rate 0.33% among 360,000; AID 602429; in the data active means inhibition above about 37%
# Target sequence (P63165 whole entry, looked up): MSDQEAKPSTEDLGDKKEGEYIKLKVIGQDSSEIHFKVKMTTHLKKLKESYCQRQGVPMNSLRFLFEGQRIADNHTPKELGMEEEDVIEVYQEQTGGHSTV
# Scp1 inh: Scp-1 (human) phosphatase inhibition. AID 493091. inhibition, % at 20 µM. Recombinant Scp1, phosphopeptide, malachite green phosphate absorbance. hit rate 0.88% among 340,000. Q9GZU7;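 active means inhibition above about 50% at 20 µM, limit read from the data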;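 further: plate controls were DMSO wells with enzyme for no effect and wells lacking enzyme for full effect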
#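 assay system = SCP-1 phosphatase catalytic domain, residues 76-261 | buffer or medium = 50 mM Tris acetate pH 5.5, 0.005% Tween-20, 10 mM MgCl2 | incubation = enzyme reaction 45 min at room temperature, colour 5 min, stabilisation 30 min | signal = Phosphate-binding colour reagent, absorbance read at 630 nm | measure = % inhibition at 20 µM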
# STEP block: inhibitors of human striatal-enriched phosphatase STEP | hit rate 0.25% among 360,000 | AID 588621 | P54829 | inhibition, % at 20 µM | recombinant STEP, OMFP fluorogenic substrate, fluorescence;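 active means inhibition at 20 µM, scaled per plate between control wells, above about 37%, limit read from the data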;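 further: 0% = DMSO with enzyme and substrate and 100% = substrate only without enzyme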
#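 Also added – OMFP at 25 µM · Test system – STEP tyrosine phosphatase · Technique – FITC-channel fluorescence of OMFP product · Schedule – 20 min at room temperature, dark · Evaluation – control-normalized % inhibition with plate pattern correction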
# NRP1-CendR mod: modulators of CendR peptide binding to human neuropilin-1. O14786. FAM-RPARPAR peptide binding to NRP-1, fluorescence polarization. inhibition, % at 25 µM. hit rate 0.85% among 360,000. AID 602438;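 active means inhibition or corrected inhibition above about 18%, plus a signal ratio from 0.5 to 1.5, limit read from the data, passing the limit was not always enough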; further: strong numbers were not always called active
# MsrA inhibitor: inhibits bovine methionine sulfoxide reductase A | purified bovine MsrA, absorbance read-out | inhibition, % at 15.5 µM | hit rate 0.75% among 360,000 | AID 651718; in the data active means inhibition above about 4.5%;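 further: 0% = vehicle wells with enzyme and 100% = reference inhibitor wells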
# MsrA act: activates bovine MsrA enzyme | purified bovine MsrA, absorbance read-out | activation, % at 10.6 µM | hit rate 0.3% among 360,000; in the data active means activation above about 7.5%;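 further: 0% = vehicle and 100% = reference activator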
# Tb MetRS inh: Trypanosoma brucei MetRS inhibition; inhibition, % at 11.9 µM; purified T. brucei MetRS, ATP depletion, Kinase-Glo luminescence; hit rate 0.4% among 360,000;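 active means inhibition above a per-plate cutoff of the control wells' mean inhibition plus 3 SD, cut at about 5.5% in these data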;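 further: 0% = DMSO wells median and 100% = median of wells with control inhibitor compound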
#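 Material – parasite MetRS enzyme · Medium – HEPES-MgCl2-KCl buffer plus DTT, spermine, BSA, pyrophosphatase · Reagent – ATP, methionine and E. coli bulk tRNA substrates · Times – 15 min enzyme-compound preincubation, 2 h reaction, 10 min detection, 25 °C · Measured by – luminescence of leftover ATP · Evaluation – percent inhibition relative to median high and low control wells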
# LMPTP inh: blocks human LMPTP phosphatase. recombinant LMPTP-A, OMFP fluorogenic substrate, fluorescence intensity. inhibition, % at 20 µM. hit rate 0.22% among 360,000. P24666;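 active means compounds that cut the enzyme signal by at least half of the control window in the single-dose screen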;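 further: plate controls were DMSO wells with enzyme plus substrate for no effect and substrate without enzyme for full effect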
# Target sequence (P24666 whole entry, looked up): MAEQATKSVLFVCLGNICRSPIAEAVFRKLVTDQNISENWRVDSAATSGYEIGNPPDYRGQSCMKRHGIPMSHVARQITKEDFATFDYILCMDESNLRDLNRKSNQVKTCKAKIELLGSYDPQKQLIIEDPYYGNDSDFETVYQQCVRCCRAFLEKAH
#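 Test system: LMPTP-A phosphatase enzyme. Amount: LMPTP-A at 0.625 nM final in the reaction. Reagent: OMFP substrate, 400 µM final. Times: 50 min at room temperature. Signal: endpoint fluorescence intensity from OMFP dephosphorylation. Read-out basis: % inhibition. Benchmarks: no-enzyme and uninhibited controls.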
# * = called active by the depositor; . = not tested or not shown.
SMILES,DNMT1 inh,eLon inh,SUMO1-SIM PPI,Scp1 inh,STEP block,NRP1-CendR mod,MsrA inhibitor,MsrA act,Tb MetRS inh,LMPTP inh
Cc1nc(/N=C(\N)NC(=O)NC2CCCCC2)nc2ccccc12,-6,3,5,0,8,3,-0.6,-1,-0.3,0.7
COc1cc2c(cc1OC)C(C(C)C)=NC(C)(C)C2,6,-5,-1,1,-1,-2,1.0,-7,-1.1,-2.9
COC(=O)C1=CN(c2ccc(Oc3ccccc3)cc2)C(N)=C(C#N)C1c1ccccc1 (centres undefined),.,.,-1,.,.,18,-0.7,.,-0.5,3.9
Cc1ccc(/C=N/N(C)C2=NS(=O)(=O)c3ccccc32)cc1,3,-2,5,-9,2,4,-0.8,-2,0.3,-1.8
Cc1cc(N2CCOCC2)nc(SCc2ccc(Cl)cc2Cl)n1,-5,1,1,5,1,2,0.4,0,1.2,1.8
OC(c1ccc(Cl)c(F)c1)c1ncc(-c2cccc(C(F)(F)F)c2)[nH]1 (centres undefined),-6,-7,-1,.,-4,2,0.2,-3,-0.1,3.7
COc1ccc(-c2cc(CNc3nc4cc(-c5ccccc5C)sc4c(=O)n3C)on2)cc1,-23,-11,-24,.,2,-1,0.2,-3,-0.1,2.9
Cc1nn(-c2ccccc2)c(C)c1/C=N/NC(=O)c1cc(O)cc(O)c1,-3,-3,23,-13,0,16,2.3,-3,-0.3,0.1
CCN(CC)S(=O)(=O)c1cccc(C(=O)NC(C(=O)Nc2nnc(C)s2)C(C)C)c1 (centres undefined),-4,-9,2,-8,-3,-4,0.4,-4,-1.6,-1.5
CSc1ncccc1C(=O)NCCc1ccc(S(N)(=O)=O)cc1,-2,-6,-3,-5,-2,11,-0.9,-1,-0.6,-1.6
O=C(CCn1c2c(c3ccccc31)CCCC2)NNC(=O)c1ccccc1C(=O)O,-1,-2,-2,2,9,-6,.,-3,-0.1,-0.8
Cc1ccc(S(=O)(=O)N2CCC(C(=O)N/N=C/c3ccccc3[N+](=O)[O-])CC2)cc1,0,-10,-20,-5,-3,-4,0.8,-6,-0.3,-1.8
COC(=O)c1sccc1N(C)S(C)(=O)=O,0,-2,1,5,0,-2,1.4,-9,-1.7,-0.5
Cc1nc(Nc2ccc(F)cc2)[nH]c(=O)c1CCC(C)C,-4,-3,0,-2,3,5,-0.5,0,1.2,-0.5
O=S(=O)(NCC1CCCO1)c1cc(Br)c(Br)s1 (centres undefined),-5,2,-2,-5,0,12,0.7,-5,-0.5,-0.6
Fc1cccc(Cc2noc(CN3CCN(C4CCc5ccccc5C4)CC3)n2)c1 (centres undefined),-5,0,-1,1,-2,1,-1.0,-2,-0.7,1.3
CNC(=O)c1cc(C(=O)c2ccc(F)cc2Cl)c[nH]1,1,5,2,-4,-1,-3,0.3,-7,-1.4,-1.1
COc1ccc(/C=N/NC(=O)CCN2CCCCC2c2cccnc2)cc1Cn1cc([N+](=O)[O-])cn1 (centres undefined),-2,-2,-20,-4,-2,11,0.0,-3,-0.8,0.4
O=C(COC(=O)/C=C/c1ccco1)NCc1ccco1,52*,-5,-3,72*,12,-6,1.1,-2,-0.5,8.3
COC(=O)c1c(C)[nH]c(C(=O)C(C)OC(=O)c2cc(C)oc2C)c1C (centres undefined),-1,-9,-5,-5,0,2,0.7,1,-0.4,0.6
CCn1c(C)nc2cc(S(=O)(=O)C(F)(F)C(F)C(F)(F)F)ccc21 (centres undefined),1,5,-2,0,-1,-2,.,1,-0.1,0.5
Cc1ccc(S(=O)(=O)N2C[C@H]3C(=O)C[C@@H](c4ccccc4)N(S(=O)(=O)c4cccc(C)c4)[C@H]3C[C@H]2c2ccccc2)cc1,6,0,1,.,-2,11,2.0,-10,-0.5,2.5
COc1c2c(cc3oc(C)cc(=O)c13)OC(C(C)(C)OC1OC(CO)C(O)C(O)C1O)C2 (centres undefined),2,-2,-1,1,2,9,0.4,-5,-0.4,-1.0
CCOc1ccc(NC(=O)c2ccc(CSc3nnnn3C)cc2)cc1,-3,-11,0,0,-1,-5,-0.2,2,-0.1,-1.5
CCn1c(O)c(C#N)c(C)cc1=O,-16,-5,1,-7,4,2,0.1,-4,0.3,-0.6

# 12 entries out of the list, sorted by length of the SMILES, rising.
SMILES,DNMT1 inh,eLon inh,SUMO1-SIM PPI,Scp1 inh,STEP block,NRP1-CendR mod,MsrA inhibitor,MsrA act,Tb MetRS inh,LMPTP inh
CCn1c(O)c(C#N)c(C)cc1=O,-16,-5,1,-7,4,2,0.1,-4,0.3,-0.6
O=C(COC(=O)/C=C/c1ccco1)NCc1ccco1,52*,-5,-3,72*,12,-6,1.1,-2,-0.5,8.3
CNC(=O)c1cc(C(=O)c2ccc(F)cc2Cl)c[nH]1,1,5,2,-4,-1,-3,0.3,-7,-1.4,-1.1
CSc1ncccc1C(=O)NCCc1ccc(S(N)(=O)=O)cc1,-2,-6,-3,-5,-2,11,-0.9,-1,-0.6,-1.6
CCOc1ccc(NC(=O)c2ccc(CSc3nnnn3C)cc2)cc1,-3,-11,0,0,-1,-5,-0.2,2,-0.1,-1.5
Cc1nc(/N=C(\N)NC(=O)NC2CCCCC2)nc2ccccc12,-6,3,5,0,8,3,-0.6,-1,-0.3,0.7
CCn1c(C)nc2cc(S(=O)(=O)C(F)(F)C(F)C(F)(F)F)ccc21 (centres undefined),1,5,-2,0,-1,-2,.,1,-0.1,0.5
COC(=O)c1c(C)[nH]c(C(=O)C(C)OC(=O)c2cc(C)oc2C)c1C (centres undefined),-1,-9,-5,-5,0,2,0.7,1,-0.4,0.6
COc1ccc(-c2cc(CNc3nc4cc(-c5ccccc5C)sc4c(=O)n3C)on2)cc1,-23,-11,-24,.,2,-1,0.2,-3,-0.1,2.9
CCN(CC)S(=O)(=O)c1cccc(C(=O)NC(C(=O)Nc2nnc(C)s2)C(C)C)c1 (centres undefined),-4,-9,2,-8,-3,-4,0.4,-4,-1.6,-1.5
Cc1ccc(S(=O)(=O)N2CCC(C(=O)N/N=C/c3ccccc3[N+](=O)[O-])CC2)cc1,0,-10,-20,-5,-3,-4,0.8,-6,-0.3,-1.8
COc1ccc(/C=N/NC(=O)CCN2CCCCC2c2cccnc2)cc1Cn1cc([N+](=O)[O-])cn1 (centres undefined),-2,-2,-20,-4,-2,11,0.0,-3,-0.8,0.4

# An excerpt from above in order of their number in NRP1-CendR mod, high to low.
SMILES,DNMT1 inh,eLon inh,SUMO1-SIM PPI,Scp1 inh,NRP1-CendR mod,MsrA inhibitor,MsrA act,Tb MetRS inh,LMPTP inh
Cc1cc(N2CCOCC2)nc(SCc2ccc(Cl)cc2Cl)n1,-5,1,1,5,2,0.4,0,1.2,1.8
COc1ccc(-c2cc(CNc3nc4cc(-c5ccccc5C)sc4c(=O)n3C)on2)cc1,-23,-11,-24,.,-1,0.2,-3,-0.1,2.9
O=C(CCn1c2c(c3ccccc31)CCCC2)NNC(=O)c1ccccc1C(=O)O,-1,-2,-2,2,-6,.,-3,-0.1,-0.8

# Carrying on:
SMILES,DNMT1 inh,eLon inh,SUMO1-SIM PPI,Scp1 inh,STEP block,NRP1-CendR mod,MsrA inhibitor,MsrA act,Tb MetRS inh,LMPTP inh
COc1ccc(-c2cc3nc[nH]c(=O)c3s2)cc1,2,1,-14,-5,1,5,2.2,-1,-0.1,-2.3
Cc1ccsc1/C=N/NC(=O)c1sccc1C,-2,-10,-4,-7,-4,-6,2.9,-7,-1.4,-2.1
O=C(/C=C/c1ccc(Cl)cc1)NCCCN1CCOCC1,2,5,-5,-8,-3,10,0.6,-5,-0.4,-3.1
CCC(=O)Nc1ccc(NC(=S)Nc2ccccc2)cc1,3,-8,4,-10,0,-7,-1.3,-2,0.0,0.0
CCn1c(SCC(=O)Nc2ccc3[nH]c(=O)[nH]c3c2)nc2ccccc21,-2,0,19,-6,4,3,0.5,-4,-0.1,0.5
COCCNC(=O)CCc1nc2cccnc2n1Cc1ccc(OC)cc1,1,3,4,-1,1,4,-1.0,-2,-0.3,-1.2
Cc1[nH]c2ccccc2c1/C=N/NC(=O)c1cc(-c2ccncc2)nc2ccccc12,-5,5,-6,-5,1,7,2.3,-4,-0.1,3.0
CC1CCN(C(=O)c2cc3ccccc3o2)CC1,1,3,-3,-5,4,-5,-0.1,0,0.2,-0.7
O=C(CCN1C(=O)c2cccc3cccc(c23)C1=O)NCc1ccco1,5,3,-12,15,3,2,2.7,-13,-0.7,-0.4
O=Cc1ccc([B-](F)(F)F)s1,2,-2,0,0,2,3,-0.2,-4,0.5,-1.1
Cc1cccc(OCCCn2c(CCNC(=O)C(C)C)nc3ccccc32)c1,-2,-3,2,2,1,-5,-0.3,2,-0.7,1.6
COc1cccc(OCc2cc(C(=O)N(C)CCC3CCCCO3)no2)c1 (centres undefined),2,-10,3,-11,-1,0,0.1,-2,-0.5,-4.5
COc1cccc(CN2CCNC(=O)C2CC(=O)N2CCOc3ccccc3C2)c1OC (centres undefined),-4,-5,-2,-8,1,0,-0.3,-1,-0.1,1.0
O=C(CC(c1ccccc1)c1cc(Cl)ccc1O)NCCN1CCOCC1 (centres undefined),2,2,5,2,-2,-1,1.4,-5,-0.6,4.1
Cc1ccc(C(=O)OCC(=O)Nc2cc(C(C)(C)C)no2)c(C)c1,9,-8,-5,-10,-1,7,-0.9,0,-0.3,3.6
Cn1c(N/N=C/c2c[nH]c3ccccc23)nc2ccccc21,0,7,-3,-8,1,-7,2.2,-2,0.8,7.5
Cn1c(=O)[nH]c(=O)c2c1nc(N1CCOCC1)n2CC(O)COc1ccccc1 (centres undefined),-2,-3,-3,1,5,5,-0.5,-1,0.1,-1.8
Cc1nnc(SCC(=O)NC(=O)Nc2ccc3c(c2)OCCO3)n1N,1,-4,1,-4,2,-11,0.0,-4,-0.7,-3.2
COc1ccc(/C=N/NC(=O)c2[nH]c3ccc(Br)cc3c2-c2ccccc2)cc1,-6,8,2,3,0,1,0.4,-3,-0.8,3.2
NC(=S)N/N=C/c1coc2cc(Br)ccc2c1=O,0,-23,-1,-14,1,-5,1.4,-4,0.8,-0.1
CC(C)N(CCNC(=O)COc1ccc2oc3c(c2c1)CCCC3)C(C)C,0,-12,-2,-4,0,-1,2.7,-4,-0.5,-6.1
CCCCNC(=O)C1(C)CCN1C(=O)c1cncc(Br)c1 (centres undefined),5,2,-2,.,-1,-18,1.4,-2,0.0,-3.3
COc1ccccc1C(=O)N/N=C(\C)CC(=O)Nc1ccc2c(c1)OCCO2,1,-4,-2,-5,-1,-1,-1.1,-1,-0.3,-0.8
CCOC(=O)c1sc2nccc(N(C)C)c2c1N=CNOC,-3,10,-8,-12,-4,-6,1.8,-5,-0.7,-0.9

# High-throughput results from PubChem.

# No enrichment for hits, and some 4.3% of all compounds hit somewhere here.
